Screening results from PubChem BioAssay.
AI-2 QS modul = Vibrio harveyi AI-2 quorum sensing modulation. Vibrio harveyi JMH597 AI-2 luminescence/OD600 ratio, 9 h; stronger effect = lower value; strain lacks LuxN and CqsS sensors; 0 = neutral-control median. activity change, % at 7.5 µM. 300,000 compounds, 0.4% hits; in the data active = activity change below about -75%, passing the limit was not always enough; inconclusive = no clear call, values can overlap the other calls;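 also: luminescence divided by OD600 gain over 9 h not by final OD600 alone; inactives centre near 13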
HSF-1 act = increases HSF-1 driven luciferase reporter signal; AID 504408; 300,000 compounds, 1.7% hits; NIH3T3-HGL HSF-1 luciferase reporter, MG132, 8 h; 100% = twice DMSO control signal; activation, % at 9 µM;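 active = mean replicate activation of at least 50% with a set share of replicates each reaching 50%; inconclusive = only one of those two conditions met; inactive = mean below 50% and too few replicates reaching it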;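 also: 0% = median of the neutral control wells and 100% = twice that signal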
PolyA inh = yeast polyadenylation inhibition. S. cerevisiae SKY197-pL101 polyadenylation reporter, beta-gal luminescence; efflux-impaired pdr1/pdr3 knockout yeast; score 100 = 6 SD above DMSO. calls only at 12 µM. 300,000 compounds, 0.02% hits. AID 1875;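 active = lowest replicate activity score at least 50, where 100 means six control SD above control mean; inconclusive = lowest score under 50 but half or more replicates reach 50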;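 also: yeast exposed to compound for 9 h at 30 °C; higher score means more reporter readthrough which indicates perturbed polyadenylation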
Dyrk1A ADPGlo = inhibitors of rat Dyrk1A kinase. Q63470. ADP-Glo luminescence, NFATc1 peptide. inhibition, % at 12.5 µM. 310,000 compounds, 0.43% hits; in the data active = inhibition above about 50%;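 also: plate controls were vehicle with enzyme for no effect and no enzyme for full effect; many of its hits are not listed in these tables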
GSK3 alpha inh = human GSK-3 alpha kinase inhibition. ADP-Glo luminescence, 60 min. inhibition, % at 10 µM. 320,000 compounds, 0.1% hits. AID 2650;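 in the data active = inhibition above about 50%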;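 also: GST-tagged GSK-3 alpha with peptide substrate and 25 µM ATP; 0% = DMSO neutral wells and 100% = GW8510 positive control wells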
HDAC3 inh = inhibitors of human histone deacetylase 3; 320,000 compounds, 0.15% hits; recombinant HDAC3, fluorogenic peptide/trypsin coupled, fluorescence; inhibition, % at 8.3 µM; in the data active = inhibition above about 26%, passing the limit was not always enough; inconclusive = no clear call, values can overlap the other calls
Target sequence (O15379 whole entry, looked up): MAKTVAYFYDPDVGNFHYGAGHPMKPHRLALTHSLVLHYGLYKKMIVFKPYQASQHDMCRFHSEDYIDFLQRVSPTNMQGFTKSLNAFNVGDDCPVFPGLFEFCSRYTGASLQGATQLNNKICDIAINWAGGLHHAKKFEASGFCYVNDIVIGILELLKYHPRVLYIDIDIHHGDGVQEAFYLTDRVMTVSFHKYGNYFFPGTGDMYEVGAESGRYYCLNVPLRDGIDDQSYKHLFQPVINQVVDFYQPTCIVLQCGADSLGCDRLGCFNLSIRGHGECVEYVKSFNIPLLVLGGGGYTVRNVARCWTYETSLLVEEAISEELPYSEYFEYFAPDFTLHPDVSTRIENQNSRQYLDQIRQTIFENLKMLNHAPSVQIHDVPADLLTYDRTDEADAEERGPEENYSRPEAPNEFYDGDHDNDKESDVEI
HSF1 inhib = HSF1 inhibition; NIH3T3-HGL HSE-luciferase, MG132-induced, luminescence 8 h; stronger effect = lower value; activity change, negative = inhibition, % at 7.5 µM (by protocol); 300,000 compounds, 0.77% hits; AID 2098;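 active = more than half of replicate wells show activity change below -50%, luminescence cut by over half; inconclusive = some wells, but at most half, below -50%; inactive = no replicate well below -50%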;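 also: luciferase reports HSF-1 transcriptional activity via heat shock element; 0% = median of DMSO wells and -100% = zero luminescence signal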
HSP90 refold inh = HSP90 refolding inhibition in rabbit reticulocyte lysate; 290,000 compounds, 0.91% hits; AID 1789; luciferase refolding luminescence, 3 h; inhibition, % at 5.6 µM;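 active = inhibition above the screen-wide mean plus 3 SD, computed separately per campaign, cut at about 16% in these data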;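 also: 0% = DMSO wells and 100% = 60 µM geldanamycin wells; inhibitors lower the luminescence because luciferase stays unfolded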
GSK3beta inhib = human GSK3beta kinase inhibition; P49841; activity score (negative = inhibition), % at 10 µM; GST-GSK3beta kinase, ADP-Glo luminescence, 60 min; stronger effect = lower value; 300,000 compounds, 0.038% hits; AID 2097;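 active = more than half of replicate wells score below -50%, meaning over 50% inhibition versus plate controls; inconclusive = some replicates but at most half score below -50%; inactive = no replicate scores below -50%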;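 also: 0% = median DMSO wells and -100% = median GW8510 positive control wells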
Target sequence (P49841 whole entry, looked up): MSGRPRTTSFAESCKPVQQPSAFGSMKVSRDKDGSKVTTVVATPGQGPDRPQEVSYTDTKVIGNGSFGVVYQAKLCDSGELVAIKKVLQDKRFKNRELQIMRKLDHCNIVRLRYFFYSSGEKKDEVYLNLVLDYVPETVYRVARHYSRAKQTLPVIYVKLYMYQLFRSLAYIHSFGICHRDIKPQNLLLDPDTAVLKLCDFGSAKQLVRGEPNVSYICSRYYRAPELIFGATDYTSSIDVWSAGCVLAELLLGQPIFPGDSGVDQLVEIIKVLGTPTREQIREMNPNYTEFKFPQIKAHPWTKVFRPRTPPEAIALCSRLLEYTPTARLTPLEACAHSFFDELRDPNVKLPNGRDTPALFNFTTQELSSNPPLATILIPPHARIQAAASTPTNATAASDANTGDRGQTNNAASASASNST
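Test system: GST-tagged human GSK3beta kinase, cell-free; evaluation: activity score scaled between in-plate DMSO and GW8510 controls; measured by: ADP-Glo luminescence; incubation: 60 min reaction, RT; benchmarks: DMSO and 20 µM GW8510; reagent: peptide substrate plus 25 µM ATP (final); medium: Tris/MgCl2 kinase buffer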
Platelet DG rel = modulates dense granule release in human platelets; human platelet-rich plasma, SFLLRN dense granule ATP release, luminescence; inhibition, %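 (compounds screened at 7.5 µM in platelet-rich plasma)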; 300,000 compounds, 0.22% hits; AID 1663;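 active = mean replicate score, as percent of positive control, at or above 50; inconclusive = mean below 50 but at least one replicate at or above 50; inactive = mean and every replicate below 50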
* = called active by the depositor; i = inactive; ? = inconclusive; . = no result given.

The line under a structure holds: GSK3beta inhib, AI-2 QS modul, GSK3 alpha inh, Platelet DG rel, HDAC3 inh, HSP90 refold inh, HSF-1 act, HSF1 inhib, PolyA inh, Dyrk1A ADPGlo
> O=C(NCc1ccccc1)C1=C[C@@H](c2ccc(Br)cc2)C[C@@H](OCc2ccc(CO)cc2)O1
    0, 15, 0, 1, -17, 7, 25, 6, i, 4
> CC(Oc1ccc(-c2ccccc2)c(F)c1)c1ccn(S(=O)(=O)c2ccc(Br)cc2)n1 (stereo not drawn)
    3, 21, -1, 2, 9, 3, 15, 2, i, 3
> COc1ccc(CCN(Cc2nc3ccccc3c(=O)[nH]2)C(=O)c2ccco2)cc1
    3, 8, 0, -4, -1, 0, 4, -7, i, 6
> COc1ccc2nc(NNC(=O)COc3ccccc3)sc2c1
    3, -38, 1, 9, 1, 0, -1, -5, i, 2
> O=[N+]([O-])c1cccc(-c2nnn(C34CC5CC(CC(C5)C3)C4)n2)c1
    -4, -1, 0, -5, 2, -2, 28, 25, i, 8
> COc1cc(NC(=O)Cn2cnc(S(=O)(=O)N3CCCCC3)c2)cc(OC)c1OC
    1, 13, -1, -15, -1, 1, -3, 3, i, -3
> COCC(=O)N(Cc1cc2ccc(C)cc2[nH]c1=O)c1ccc(OC)cc1
    3, 12, -2, 0, -6, -2, -5, -9, i, -2
> O=C(CSCc1ccco1)NC1CCCC1
    -3, 8, 6, -1, -3, -2, 8, 1, i, 3
> C=CCNC(=O)NC(=O)COC(=O)/C(C#N)=C/c1cc(C)n(CCC(C)C)c1C
    2, 7, -1, -1, -6, 1, 34, 17, i, 1
> C=CCc1cc(OC)ccc1OCCON1C(=O)CCC1=O
    1, 15, -4, -3, 4, -1, -6, -3, i, 6
> O=c1c2c3c(sc2nc(NCCO)n1-c1ccccc1)CCCC3
    -1, 22, -5, -1, -1, -5, -7, -17, i, -4
> CC(C)(C)C(=O)Nc1nnc(SCc2ccc(F)cc2)s1
    1, 14, -1, 2, 13, -3, 42, 7, i, 1
> O=C(C1CCN(S(=O)(=O)c2cccs2)CC1)N1CCCCCC1
    -6, 2, 2, 22, -3, 10, -17, 6, i, 3
> CS(=O)(=O)c1ccc(C(=O)N2CCc3ccccc3C2)cc1
    1, 11, -2, 0, 1, 2, 11, 2, i, 1
> COc1ccccc1C(=O)Nc1ccc(-c2nnn(CC(=O)N3CCOCC3)n2)cc1
    7, 14, 0, 6, -4, -2, 8, 4, i, -2
> Cc1cccc(NC(=S)NNC(=S)NCc2ccccc2)c1
    6, 21, 3, 0, 3, 0, 22, 14, i, 2
> O=S(=O)(Cc1nc2ccccc2s1)c1ccccc1
    2, 2, 0, -2, -6, 2, 59*, 29, i, 1
> CCOc1ccccc1OCCCC(=O)NCCc1ccc(S(N)(=O)=O)cc1
    7, 8, -4, 5, 2, -7, 4, 3, i, -8
> COc1cccc(NC(=S)N(CCC(C)C)C(C)c2ccncc2)c1 (stereo not drawn)
    -3, 9, -3, -1, 4, -3, 22, 2, i, -1
> CC(C)C(NC(=O)OCc1ccccc1)C(=O)OCC(=O)NC1CC1 (stereo not drawn)
    4, 12, -1, -2, -2, 2, 1, 2, i, -4

Entries from the list above containing a furan ring, fused or not (2):
The line under a structure holds: GSK3beta inhib, AI-2 QS modul, GSK3 alpha inh, Platelet DG rel, HDAC3 inh, HSP90 refold inh, HSF-1 act, HSF1 inhib, PolyA inh, Dyrk1A ADPGlo
> COc1ccc(CCN(Cc2nc3ccccc3c(=O)[nH]2)C(=O)c2ccco2)cc1
    3, 8, 0, -4, -1, 0, 4, -7, i, 6
> O=C(CSCc1ccco1)NC1CCCC1
    -3, 8, 6, -1, -3, -2, 8, 1, i, 3

Additional records follow.
The line under a structure holds: GSK3beta inhib, AI-2 QS modul, GSK3 alpha inh, Platelet DG rel, HDAC3 inh, HSP90 refold inh, HSF-1 act, HSF1 inhib, PolyA inh, Dyrk1A ADPGlo
> CC(C)CNS(=O)(=O)c1ccc(CCC(=O)NCc2ccc(Cl)cc2)cc1
    0, 11, -3, 6, 0, 1, 37, 13, i, 0
> CC(C)C(=O)Nc1ccc(-c2nc3ncccc3o2)cc1
    -4, 8, -2, -4, -30, 18*, 22, 0, i, .
> COc1ccc(N(CN2C(=O)C3C4C=CC(C4)C3C2=O)C(=O)c2ccco2)cc1 (stereo not drawn)
    ., ., -2, ., -6, -1, ., ., ., 2
> C=CC1C(OC2OC(CO)C(O)C(O)C2O)OC=C(C(=O)OC)C1CC1CC(=O)CC(CC(=O)CCc2ccc(O)cc2)O1 (stereo not drawn)
    -1, 32, 1, 0, 2, ., 8, -2, i, -5
> CCOc1ccc(C(CC(=O)O)NC(=O)C(CC)c2ccccc2)cc1 (stereo not drawn)
    0, -14, -2, -4, -3, 3, -7, 0, i, -3
> Cc1ccc(NC(=O)CCc2c(C)nn(-c3ccc(N4CCCCC4)nn3)c2C)cc1F
    17, 10, -1, 5, 1, -1, 26, 10, i, 0
> CCCCOc1ccc(/C=C/C(=O)OCC(=O)c2c(N)n(C)c(=O)n(C)c2=O)cc1OCC
    3, 9, 1, 0, 5, -5, 4, -4, i, -4
> CCOc1ccc(/C=C2\SC(=S)N(NS(=O)(=O)c3ccc(C)cc3)C2=O)cc1OC
    8, 163, -11, -21, ., -3, 5, -1, i, -10
> Cc1cccnc1NC(=O)COc1ccc2oc3c(c2c1)CCCC3
    -2, 21, -1, ., 9, -3, 12, -1, i, 12
> CC(C)OCCCN1CN(S(=O)(=O)c2ccccc2)c2nc3ccccc3nc21
    4, 16, -1, -1, -6, -1, 27, 6, i, 4
> Cc1ccc(Cn2nnc3c(=O)[nH]c(C4CCCN(C(=O)c5ccco5)C4)nc32)cc1 (stereo not drawn)
    1, 20, -2, -7, 0, -4, 0, 5, ., -4
> COc1ccc(OC)c(S(=O)(=O)Nc2ccc3c(c2)n(C)c(=O)n3C)c1
    0, -13, -2, -5, 1, 3, 9, -5, ., -1
> O=C(NC(=S)Nc1ccc(S(=O)(=O)Nc2nccs2)cc1)c1ccc(Br)o1
    0, 12, 1, 0, 4, 2, 16, -2, i, 6
> CCCCc1nnc(NC(=O)CS(=O)(=O)Cc2ccccc2)s1
    -2, 12, 1, 2, 9, -1, -2, 2, i, -19
> O=C(c1ccc(C(F)(F)F)cc1)N1CCCCC1
    1, 10, -4, 1, 6, 4, -36, -17, i, 5
> O=C(Cn1c(=O)c2cccn2c2cccnc21)N1CCN(c2ccccc2F)CC1
    -6, 13, ., 2, 5, 6, -26, -3, i, -3
> CCCNC(=O)CN(C1CCCCC1)S(C)(=O)=O
    0, 40, 1, -63, -2, -1, 6, 7, i, -2
> O=[N+]([O-])c1ccc(Sc2ncccn2)c([N+](=O)[O-])c1
    1, 32, 8, -3, ?, 8, ., 77, i, 2
> CCn1c(SC)nc2c(c1=O)SC(C)C2 (stereo not drawn)
    -2, 18, 0, 0, 5, 0, -21, -3, i, -6
> CN(C)c1ccc(C(CNC(=O)c2ccccc2Br)c2c[nH]c3ccccc23)cc1 (stereo not drawn)
    1, 3, -3, 4, 4, 0, 24, 2, i, -2

Continued.
The line under a structure holds: GSK3beta inhib, AI-2 QS modul, GSK3 alpha inh, Platelet DG rel, HDAC3 inh, HSP90 refold inh, HSF-1 act, HSF1 inhib, PolyA inh, Dyrk1A ADPGlo
> Cc1cccc(OCC(=O)N(C)CCc2ccccn2)c1
    -1, 36, -5, 0, -3, 2, -3, -1, i, 7
> Cc1ccccc1CNC(=O)Cc1cccs1
    -1, 8, -1, 3, 2, -4, 30, 11, i, 1
> COC(=O)c1ccc(CNC(=O)CSc2nc3sc(C)c(C)c3c(=O)n2C)o1
    -2, 63, 1, -10, 10, -5, 19, 10, i, -5
> O=C(CSc1nnc(Cc2ccccc2)c(=O)[nH]1)Nc1ccccc1
    0, 28, -2, -9, -1, ., -14, -6, i, 6
> COc1ccc(NC(=O)c2ccccc2N(Cc2ccccc2)S(C)(=O)=O)cc1OC
    3, 27, 0, 1, 4, -1, 6, 0, i, 3
> O=C1NC2(CCCC2)Oc2ccccc21
    2, 19, -1, -8, 5, 1, 10, 4, i, 1
> COc1ccccc1CN(C)C(=O)c1cc2ccccc2o1
    -2, 37, 0, -2, -1, 1, 18, 6, i, 0
> CC(C)OC(=O)c1c(F)c(F)c(N2CCOCC2)c(F)c1F
    0, 119, 0, 2, 1, 0, 38, 0, i, .
> CC(NC(=O)c1ccc(Br)o1)C1CC2CCC1C2 (stereo not drawn)
    0, 5, -1, 37, -9, 3, -7, -12, i, 2
> Cc1cc(Oc2ccc(=O)[nH]n2)nc(Cl)n1
    0, 29, -1, 6, ., 1, -12, -10, i, -12
> O=C(Nc1ccccn1)Nc1ccccc1Cl
    2, 7, -1, 0, 11, -7, 24, 17, i, -5
> CN(C)N1C(N)=C(C#N)C(c2ccc(F)cc2)C2=C1CC(C)(C)CC2=O (stereo not drawn)
    5, -1, 1, -2, 7, -6, 6, 2, i, -2
> CCOCc1nnc(NC(=O)c2ccc(NC(C)=O)cc2)s1
    3, 35, -1, -30, 7, 2, 14, 4, i, -2
> COc1ccc(/C=C(/NC(=O)c2ccco2)C(=O)N2CCOCC2)cc1
    -1, 0, -8, 5, 1, 1, 5, -14, i, -1
> Cn1c(SCC(=O)NCc2ccco2)nnc1C1CCCC1
    0, 15, 0, 22, 8, -1, -5, 0, i, -2

Entries of single compounds from above:
CC(C)OC(=O)c1c(F)c(F)c(N2CCOCC2)c(F)c1F across the screens: GSK3beta inhib = 0; AI-2 QS modul = 119; GSK3 alpha inh = 0; Platelet DG rel = 2; HDAC3 inh = 1; HSP90 refold inh = 0; HSF-1 act = 38; HSF1 inhib = 0; PolyA inh = i; Dyrk1A ADPGlo = .
COc1ccc(/C=C(/NC(=O)c2ccco2)C(=O)N2CCOCC2)cc1 across the screens: GSK3beta inhib = -1; AI-2 QS modul = 0; GSK3 alpha inh = -8; Platelet DG rel = 5; HDAC3 inh = 1; HSP90 refold inh = 1; HSF-1 act = 5; HSF1 inhib = -14; PolyA inh = i; Dyrk1A ADPGlo = -1

Only part of the results is shown (hit frequency here may not be typical).
